Screening results as filed in PubChem BioAssay.
sdo1 growth: compounds rescuing growth of sdo1-depleted yeast, bone marrow failure model | S. cerevisiae sdo1-depleted JHY4D growth rescue, OD600 30 h; hits give high values; pdr5 snq2 efflux-pump mutant strain | z-score at 10 µM | 0.21% of 140,000 active;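 active means z-score above 3 at both the 24 hr and the 30 hr optical density reads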;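 further: z-score against mean and SD of all compound wells on the same plate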
Insulin prom inh: TRM-6 insulin promoter activity inhibition; TRM-6 cells (human fetal islet line), insulin promoter-eGFP reporter, imaging; reporter expression induced with tamoxifen; inhibition, % at 2 µM; 0.9% of 130,000 active;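 active means inhibition above the mean plus 3 SD, with well images judged a real hit on visual review, cut at about 60% in these data, passing the limit was not always enough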
sdo1 growth Rescue 24 h: further read-out of sdo1 growth, marked with its call; z-score; S. cerevisiae sdo1-depleted JHY4D growth rescue, OD600; measured here: growth rescue at 24 h;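 0 is the plate mean of compound wells and units are plate SD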
The depositor's hits bear a star; · = not tested or not shown.

Sample of the layout:
smiles	sdo1 growth	sdo1 growth Rescue 24 h	Insulin prom inh
CSc1nc2nc(C(F)(F)F)cc(-c3ccccc3)n2n1	0.56	0.84	-23
Cc1cc(C(=O)Nc2sc(C)c(C)c2C#N)c(C)o1	0.03	1.6	-26

The list itself, from the first entry:
smiles	sdo1 growth	sdo1 growth Rescue 24 h	Insulin prom inh
CSc1nc2nc(C(F)(F)F)cc(-c3ccccc3)n2n1	0.56	0.84	-23
Cc1cc(C(=O)Nc2sc(C)c(C)c2C#N)c(C)o1	0.03	1.6	-26
CCc1ccccc1NC(=O)CCCSc1nc2ccccc2s1	-0.65	-0.32	·
O=C1C=C(Nc2ccc(Cl)cc2)C(=O)N1c1ccc(Cl)cc1	0.87	2.2	3
CCCNCC1C(Oc2ccc(Cl)cc2)C(=O)N1c1ccccc1C (stereo unspecified)	-0.47	-0.36	0
CCCOc1ccc(Cn2cnc3ccccc32)cc1	0.47	3.4	12
COCc1nc(-c2cc(OC)c(OC)c(OC)c2)no1	-0.31	-0.78	·
CCOC(=O)c1c(C)oc(NC(=O)COc2ccc(Cl)cc2C)c1C#N	-1.2	-0.96	-21
CCOc1ccc(N2C(=O)CC(N3CC(C)OC(C)C3)C2=O)cc1 (stereo unspecified)	-0.01	-1.2	0
CCOc1ccccc1N1CCN(S(=O)(=O)c2cccs2)CC1	-0.49	-0.32	-156
CCOC(=O)CN(C(=O)CN1CCOCC1)c1ccc(Br)cc1	0.78	0.2	·
COc1ccccc1NC(=O)c1ccc(NC(=O)CSc2nnnn2C)cc1	0.17	0.15	-46
CC1Cc2ccccc2N1C(=O)COC(=O)c1ccc(S(=O)(=O)N(C)C)cc1 (stereo unspecified)	1	0.62	-12
Nn1c(SCC(=O)NC2CCCc3ccccc32)nnc1-c1cccs1 (stereo unspecified)	1.2	1.1	·
CCOc1ccc(-n2c(=O)[nH]cc(C(=O)Nc3ccc(OC)c(OC)c3)c2=O)cc1	·	·	31
Clc1ccc(-c2n[nH]c3c2CCC3)c(Cl)c1	-0.9	-0.57	30
O=C(Nc1nnc(C2CC2)s1)c1cccc(S(=O)(=O)N2CC(c3ccccc3)CC2=O)c1 (stereo unspecified)	-1	-1.1	·
CCNC(=S)NNC(=O)c1cc(-c2cccc(OCC)c2)nc2ccccc12	0.33	0.53	-3
Cc1cc(C)c(S(C)(=O)=O)c(Oc2cccc(Cl)c2)n1	-0.7	-0.68	·
COC(=O)c1cn[nH]c1NC(=S)Nc1ccc(C)cc1Cl	-0.41	-0.07	-16
O=C1C2CCCN2c2ccc(S(=O)(=O)N3CCOCC3)cc2N1Cc1cccc(C(F)(F)F)c1 (stereo unspecified)	-0.43	-0.77	-69
COC(=O)CN1C(=O)Nc2ccc(Br)cc2C1c1ccccc1 (stereo unspecified)	-0.16	-0.31	-93
O=C1CC(N2CCOCC2)C(=O)N1c1cc(Cl)cc(Cl)c1 (stereo unspecified)	0.13	0.12	22
CN(C(=O)c1ccncc1)c1nnc(-c2ccncc2)s1	0.36	0.49	4
COc1ccc(CNC(=O)c2cc(C3CC3)on2)cc1	-0.22	-1.2	·

Fetched one by one from the entries so far, two records:
smiles	sdo1 growth	sdo1 growth Rescue 24 h	Insulin prom inh
Cc1cc(C)c(S(C)(=O)=O)c(Oc2cccc(Cl)c2)n1	-0.7	-0.68	·
COc1ccccc1NC(=O)c1ccc(NC(=O)CSc2nnnn2C)cc1	0.17	0.15	-46

Next structures follow.
smiles	sdo1 growth	sdo1 growth Rescue 24 h	Insulin prom inh
Cc1ccc(Nc2ccc(S(=O)(=O)N3CCOCC3)cc2[N+](=O)[O-])c(C)c1	-0.82	-1.4	·
COc1ccccc1Nc1nnc(SCC(=O)c2cc(C)n(CC3CCCO3)c2C)s1 (stereo unspecified)	-0.64	0.8	-59
N#Cc1cn(-c2ccccc2)nc1-c1ccco1	-0.03	-0.31	32
O=C1ON=C(c2ccccc2)/C1=C/c1ccc(OS(=O)(=O)c2ccccc2)cc1	0.03	-0.39	26
COc1ccc(S(=O)(=O)n2nc(OC(=O)c3ccccc3Br)cc2N)cc1	0.13	0.38	-38
N#Cc1nc(-c2cccs2)oc1NCc1ccccc1	-0.78	-0.35	·
O=C(CNC(=O)c1ccc2ccccc2c1)OCC(=O)N1CCN(S(=O)(=O)c2ccc3ccccc3c2)CC1	0.15	0.94	-19
O=C1C2C3C=CC(C3)C2C(=O)N1c1n[nH]c(-c2ccccc2)n1 (stereo unspecified)	1.4	1.1	46
O=C(Cn1cc(/C=N/NC(=O)c2cccc(C(F)(F)F)c2)c2ccccc21)Nc1ccc(F)cc1	0.03	-0.8	·
CCN(CC)c1ccc(/C=N/NC(=S)NCc2ccco2)cc1	-0.39	1.2	100*
C/C(CC(=O)NC(C)C)=N\NC(=O)COc1cc(C)c(Br)cc1Br	0.03	-0.34	0
CC(=O)c1ccc(NC(=S)Nc2ccc3[nH]c(=O)[nH]c3c2)cc1	·	·	-7
Cc1ccc(C)c(C(=O)COC(=O)c2cccc(N3C(=O)c4c(C)nc5ccccc5c4C3=O)c2)c1	-0.82	-0.03	-20
O=C(Nc1ccccc1Cl)NC1(C(=O)NCCCN2CCOCC2)CCCCC1	0.83	1.3	·
CCC(C)NCCOc1cccc(Br)c1 (stereo unspecified)	1.9	2.7	-23
O=C(Cc1ccccc1)NCCCc1ccccc1	-0.52	-1.7	·
O=C(O)c1ccc(S(=O)(=O)c2ccccc2)cc1	1.1	1.2	-173
CC(C)CC(=O)NC1(C(F)(F)F)C(=O)N(Cc2ccccc2)C2=C1C(=O)CC(C)(C)C2 (stereo unspecified)	0.09	-0.93	-49
Cc1cc(C)n2nc(SCc3nnc(-c4cccs4)o3)nc2n1	·	·	-8
S=c1[nH]c(-c2ccc(Br)cc2)cn1CCc1ccccc1	·	·	0
COc1ccc(OC)c(NC(=O)Nc2ccccc2C)c1	-0.02	-0.44	-71
O=C1NC(=O)C2(COC(c3ccncc3)OC2)S1 (stereo unspecified)	0.81	0.47	-3
Cc1ccc(CNC(=O)CN(C)S(=O)(=O)c2cccc3cccnc23)cc1	-0.75	-0.72	·
C=CCN(c1ccc(C(=O)Nc2ccc(C)c(C)c2)cc1)S(C)(=O)=O	-0.13	-0.32	-19
C=CCSc1nnc(-c2cc3c(s2)-c2ccccc2CC3)o1	-0.15	0.59	27

smiles	sdo1 growth	sdo1 growth Rescue 24 h	Insulin prom inh
O=[N+]([O-])c1ccc(-n2nncc2-c2ccc(Cl)cc2)cc1	-0.04	-0.32	-20
O=C(COC(=O)Cc1ccc(-c2ccccc2)cc1)NCc1ccccc1	1.1	0.67	-13
CCOC(=O)CC1C(=O)NCCN1Cc1ccc(OC)c(OC)c1 (stereo unspecified)	·	·	-155
COc1ccccc1CNC(=O)c1ccccc1N(C)S(C)(=O)=O	1.2	2.3	-10
Fc1ccc(N2CCN(C(=S)NCC3CCCO3)CC2)cc1 (stereo unspecified)	·	·	-25
CN(c1ccccc1)S(=O)(=O)c1ccc(NC(=O)c2ccc(-c3ccccc3)cc2)cc1	0.06	0.24	19
CC1=NN(C(=O)Cc2ccccc2)C(O)(c2cccnc2)C1 (stereo unspecified)	0.88	-0.25	-22
Cc1ccccc1C(=O)O/N=C(\N)c1cccc([N+](=O)[O-])c1	-1.8	-0.9	48
Cc1ccccc1Nc1nc2ccccc2s1	-0.62	-0.66	·
CCOc1ccc(N2C(=O)CC(N3CCN(c4ccc(C(=O)c5ccncc5)cc4)CC3)C2=O)cc1 (stereo unspecified)	·	·	27
O=C(CCCn1nnc(-c2cccnc2)n1)c1ccc(F)cc1	1.8	1.8	19
O=C(c1cccc(Cl)c1)N1CCCC(c2ccc(Cl)cc2)=N1	-1.8	-1.2	4
CC(C)(CO)CNC(=O)CCc1nnc(CCCc2ccccc2)o1	·	·	-78
CC(C)N(C(=O)Cn1c(SCC(=O)Nc2nccs2)nc2ccccc21)C(C)C	-0.53	-0.85	27
CCC(=O)c1c[nH]c(C(=O)NCc2cccnc2)c1	·	·	-60
O=C(O)CC1Sc2ccccc2NC1=O (stereo unspecified)	0.25	0.1	30
CCOC(=O)C1CCCN(Cc2ccc3c(c2)OCO3)C1 (stereo unspecified)	1.2	0.23	30
CCSc1nnc(NC(=O)CSc2nnc(Cc3cccn3C)n2-c2ccc(C)cc2)s1	0.37	2.6	2
O=C(NCc1ccco1)c1ccc(Cn2c(=O)c3ccccc3n(Cc3cccc(F)c3)c2=O)cc1	-2.6	-1.8	13
O=C(NNc1nc2ccccc2s1)Nc1ccccc1	1.4	1	4
COc1ccc(NC(=O)Cn2nnc(-c3ccccc3F)n2)cc1	-0.43	-0.36	-8
COC(=O)C1=C(C(=O)c2ccc(C)cc2)C(c2ccc(O)c(OC)c2)n2nnnc2N1 (stereo unspecified)	0.53	0.85	26
O=C(c1ccccn1)N1N=C2/C(=C/c3ccc(F)cc3)CCCC2C1c1ccc(F)cc1 (stereo unspecified)	-0.6	-0.24	·
COc1cc(NC(=O)c2cccc(C)c2)c(OC)cc1NC(=O)CN1CCCCC1	·	·	-67
CN(c1ccccc1)S(=O)(=O)c1cc(C(=O)N2CCN(c3ccccn3)CC2)ccc1Cl	-1.5	-1.5	-25

smiles	sdo1 growth	sdo1 growth Rescue 24 h	Insulin prom inh
Cc1nn(Cc2ccc(C(=O)NC3CCCCC3)o2)c(C)c1Br	-1.3	-0.83	-190
Cc1cccc(C)c1N1C(=O)c2ccccc2C1=O	-1.2	-1.3	·
CCn1c(SCC(=O)Nc2cccc(NC(=O)c3cccs3)c2)nnc1-c1ccncc1	0.26	0.04	0
Cc1ccc(S(=O)(=O)N(CC(=O)N2CCC(C)CC2)c2ccccc2)cc1	·	·	-8
O=C(Nc1nc2c(Cl)ccc(Cl)c2s1)c1ccco1	-1.8	-0.4	·
COc1ccc2c(c1)SCC(=O)N2C	0.59	-0.09	-39
CC1CCCCC1NC(=O)c1ccc(CNc2c(N3CCCC3)c(=O)c2=O)cc1 (stereo unspecified)	0.46	0.36	·
O=C(CSc1nc2cc(Cl)ccc2s1)NC(=O)NCc1ccco1	0.24	0.74	-195
CC(C)[C@H](NC(=O)NCc1ccco1)C(=O)O	1.4	2.2	·
O=C(CN1CCOCC1)Nc1ccc(S(=O)(=O)N2CCCCCC2)cc1	0.27	-0.49	18
C=CCNC(=S)NNC(=O)c1cccc2ccccc12	1.1	1.6	25
COc1cc(CCC(=O)OCC(=O)Nc2ccccc2C#N)cc(OC)c1OC	·	·	-25
O=C(O)CCCC(=O)NNc1ncnc2ccccc12	0.31	-0.37	·
CCCc1cc(=O)oc2cc(C)cc(O)c12	-1.1	-0.82	-4
O=C(COC(=O)CCC(=O)c1ccc(Cl)cc1)NC1CC1	·	·	-64
COc1cccc(CNC2CCCC2)c1	0.88	-0.13	·
CN(C)c1ccc(NC(=O)COC(=O)c2cc(=O)c3ccccc3o2)cc1	0.15	-0.43	67*
O=c1c(Cc2c(F)cccc2Cl)c(O)ccn1CC1CCCO1 (stereo unspecified)	·	·	-25
Cn1c(=O)n(CC(=O)Nc2cccnc2)c2ccccc21	·	·	-18
CC1CCCCC1NC(=O)COC(=O)C12CC3CC(CC(Cl)(C3)C1)C2 (stereo unspecified)	·	·	-122
CCC(Sc1ncccc1C(=O)OC(C)C)C(=O)NCc1ccco1 (stereo unspecified)	0.96	1.2	-63
O=C(NC(=S)N1CCN(C/C=C/c2ccccc2)CC1)c1ccco1	·	·	43
Cc1ccc(-c2nc(N)sc2CC(=O)OCC(=O)NC2CCCC(C)C2C)cc1 (stereo unspecified)	0.47	0.6	·
S=C(NCCSCc1ccc(Cl)c(Cl)c1)Nc1ccccc1	·	·	44

Looked up above:
Value for O=C(CSc1nc2cc(Cl)ccc2s1)NC(=O)NCc1ccco1 under Insulin prom inh: -195
Value for CCCc1cc(=O)oc2cc(C)cc(O)c12 under Insulin prom inh: -4

Insulin prom inh: what is marked active above
smiles	sdo1 growth	sdo1 growth Rescue 24 h	Insulin prom inh
CCN(CC)c1ccc(/C=N/NC(=S)NCc2ccco2)cc1	-0.39	1.2	100*
CN(C)c1ccc(NC(=O)COC(=O)c2cc(=O)c3ccccc3o2)cc1	0.15	-0.43	67*

Compounds were not picked by outcome (roughly 0.99% active in at least one column).
